# Source: PubChem BioAssay (National Center for Advancing Translational Sciences (NCATS))
# BRCA1 expr up: BRCA1 expression activation; MCF7-BRCA1-FFLuc reporter, luminescence, 48 h; response scale: scaled: vehicle 0%, 10 µM genistein 100%; Potency, µM (titrated, usually from 46.1 µM), without a hit: at the top dose activation, usual class: activators; actives 1.1% (n = 380,000); AID 624202; further: nearly all actives have a fitted effect of over 80% in size; some results filed as inactive show a strong effect at the top dose
#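 First, MCF7-BRCA1-FFLuc cells (2000/well) attach for 2 h; next, compounds are pin-added and incubated 48 h at 37 °C; finally, luciferase reagent is added and luminescence read after 15 min.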
# FLuc counter: inhibits or activates purified firefly luciferase, miR-21 counter-screen. AID 588342. P08659. actives 6.9% (n = 360,000). Potency, µM (top dose mostly 57.5 µM), inactives show at the highest dose activity change, negative = inhibition, hits mostly inhibitors. purified FLuc, Km substrates, luminescence inhibition;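 further: plate controls were vehicle for no effect and reference inhibitor for full effect; nearly all actives have a fitted effect of over 55% in size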
# Target sequence (P08659 whole entry, looked up): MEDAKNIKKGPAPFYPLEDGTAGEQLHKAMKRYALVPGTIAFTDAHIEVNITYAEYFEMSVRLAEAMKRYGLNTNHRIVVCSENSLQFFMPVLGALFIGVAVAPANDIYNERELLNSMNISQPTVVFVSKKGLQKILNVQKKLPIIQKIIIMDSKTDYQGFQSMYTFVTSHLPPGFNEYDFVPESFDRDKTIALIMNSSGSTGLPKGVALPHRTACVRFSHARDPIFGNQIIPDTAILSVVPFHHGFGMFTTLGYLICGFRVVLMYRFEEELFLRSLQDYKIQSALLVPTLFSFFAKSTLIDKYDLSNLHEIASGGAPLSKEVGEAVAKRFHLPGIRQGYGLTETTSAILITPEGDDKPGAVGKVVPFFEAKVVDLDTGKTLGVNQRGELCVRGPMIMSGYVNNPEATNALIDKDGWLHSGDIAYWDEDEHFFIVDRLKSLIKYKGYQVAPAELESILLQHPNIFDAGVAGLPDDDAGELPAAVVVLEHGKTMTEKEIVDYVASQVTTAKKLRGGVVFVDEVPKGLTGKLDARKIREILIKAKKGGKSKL
#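 Purified P. pyralis luciferase, 10 nM final, with Km-level 10 uM D-luciferin and 10 uM ATP in 50 mM Tris acetate pH 7.5, 10 mM Mg acetate, 0.01% Tween-20, 0.05% BSA; 6-point qHTS titration about 60 µM downward; luminescence read.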
# p53 reactivation: mutant p53 re-activation in reporter cells; H1299 p53-A138V BP100-luciferase reporter, luminescence, 24 h; Potency, µM (doses to about 92.2 µM), for inactives: top-dose activity change, positive = activation, actives largely listed as activators; actives 0.063% (n = 320,000); AID 504706; further: % of control where 0% means no effect; nearly all actives have a fitted effect of over 45% in size
#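 H1299 (p53-null), stable ts p53-A138V + BP100-Luc; 1000 cells/well, Opti-MEM/10% FBS; cpd 4 pt, 1:5; 24 h, 37 deg C, 5% CO2; detection reagent 10 min RT; luminescence.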
# NPC1 promoter act: NPC1 promoter activation; Huh7 NPC1 promoter luciferase reporter, 24 h; Potency, µM (doses to about 9.22 µM), for inactives: at the highest dose activation, hits mostly activators; actives 2.4% (n = 320,000); AID 485313;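 further: % of control where 0% means no effect; nearly all actives have a fitted effect of over 60% in size; reporter is driven by a mutant NPC1 promoter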
#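 In 1536-well qHTS, Huh7 cells harboring an NPC1 promoter–luciferase construct received compound for 24 h; activation was quantified by luminescence following luciferase reagent addition.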
# ELG1 genotoxic: inducers of genotoxicity in HEK293T ELG1-luciferase cells. HEK293T ELG1-luciferase reporter, luminescence, 16 h. Potency, µM (series often up to 46 µM), inactives show top-dose activity change, positive = activation, usual class: activators. actives 1.3% (n = 330,000). AID 504466; further: % of control where 0% means no effect; nearly all actives have a fitted effect of over 60% in size
#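 Genotoxic stress is detected as increased luminescence from luciferase-tagged ELG1 in HEK293T cells, measured with ONE-Glo after a 16 hr treatment at 37 °C.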
# uPA generation: cell surface uPA generation inhibition | cell surface uPA generation assay, qHTS | Potency, µM (titrated, usually from 38.3 µM), for the others: at the highest dose activity change, negative = inhibition, most hits filed as inhibitors | actives 0.31% (n = 330,000) | AID 540303; active means well fitted inhibition curve with a large enough effect; inconclusive means small, poorly fitted or top-dose-only effect; inactive means no such curve, though single readings can be large or run the other way; tested in mouse RAW 264.7 cells; further: on the % scale 0 is the no-effect control and ±100 the full control effect; nearly all actives have a fitted effect of over 55% in size
# Rab9 prom act: activates the Rab9 promoter | Huh7 Rab9 promoter-luciferase reporter, luminescence, 24 h | Potency, µM (top dose mostly 9.22 µM), without a hit: at the highest dose activation, negative = inhibition, actives largely listed as activators | actives 2.8% (n = 320,000); further: % of control where 0% means no effect; nearly all actives have a fitted effect of over 60% in size
#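 Luminescence read-out: Huh7 cells stably expressing Rab9-luciferase, treated 24 h with compound at 37 °C, then lysed with luciferase reagent for 10 min at ambient before reading.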
# * marks the source's active call; other numbers are inactive results; ? = inconclusive; . = not tested or not shown; & = joins results of further samples. Unless noted, the call rests on the fitted dose curve; in most records, active means well fitted curve in the direction sought with a large enough effect; inconclusive means small, poorly fitted or top-dose-only effect, or another doubt; inactive means no such curve, though single readings can be large; an effect the other way counts as inactive or inconclusive. Potency means the concentration at half of the fitted maximal effect. These rows are one share of the data; count on the stated rates, not on these rows.
molecule	BRCA1 expr up	FLuc counter	p53 reactivation	NPC1 promoter act	ELG1 genotoxic	uPA generation	Rab9 prom act
COC(=O)[C@]1(Cc2ccccc2)N[C@H](CN(C)S(=O)(=O)c2ccc(OC(F)(F)F)cc2)[C@@H]2C(=O)N(C)C(=O)[C@@H]21	-4%	.	22%	.	-3%	8%	.
O=C(COC(=O)c1cc(S(=O)(=O)N2CCCC2)ccc1O)Nc1ccc(F)cc1F	-3%	.	6%	.	0%	-2%	.
NC1(C#Cc2ccc3c(=O)c4ccccc4sc3c2)CCCCC1	?	.	?	.	?	3%	.
COc1cc(OC)cc(-c2c(-c3cccs3)c3cc(-c4cnc(N)nc4)ccc3n2C)c1	-53%	.	-12%	.	2%	-26%	.
COc1cccc(C(=O)N(C)Cc2c(C)nn(C3CCS(=O)(=O)C3)c2C)c1 (configuration not stated)	-10%	.	-4%	.	0%	-1%	.
CC[C@]12c3[nH]c4cc(CCC(=O)N(C)C)ccc4c3CCN1C(=O)[C@@H](CC(=O)NC(C)(C)C)C[C@@H]2C(=O)N1CCN(C(=O)C2CC2)CC1	6%	.	10%	.	0%	10%	.
Cc1onc(-c2ccccc2)c1C(=O)NN1CCOCC1	9%	.	-5%	.	-3%	4%	.
CC(C)N(C(=O)[C@H]1CC(CC(=O)NCC23CC4CC(CC(C4)C2)C3)C(=O)N2CCc3c([nH]c4ccccc34)[C@]12C)C(C)C (some centres not stated)	-6%	.	7%	.	-5%	15%	.
O=C(NCc1ccccc1)c1cccc2c1C(=O)c1ccc(/C=C/c3ccccc3)cc1S2(=O)=O	-49%	.	0%	.	3%	-14%	.
O=C(O)c1cc(S(=O)(=O)NCC2COc3ccccc3O2)ccc1Cl (configuration not stated)	12%	.	-1%	.	1%	10%	.
CCCCN1C(=N)N([C@@H](CCC)CN2CCC[C@H]2CN2C(N)=NC[C@@H]2Cc2ccccc2)C[C@H]1[C@H](C)CC	5%	.	1%	.	0%	-1%	.
COc1ccc(NC(=O)Nc2cccc3c2O[C@H](CN(C)C(=O)Nc2ccc(C(F)(F)F)cc2)[C@@H](C)CN([C@H](C)CO)C3=O)cc1	6%	.	5%	.	-1%	-13%	.
C[C@@H]1COC(=O)[C@H](NC(=O)OCC2c3ccccc3-c3ccccc32)C/C=C\C[C@@H](CC(=O)N[C@@H](CO)Cc2ccccc2)C(=O)N1	-28%	.	5%	.	-3%	-23%	.
CCC(C)c1ccc(NC(=O)COC(=O)C2CCCC2)cc1 (configuration not stated)	64%	.	23%	.	14%	9%	.
O=C(CN1c2cccc3cccc(c23)S1(=O)=O)NCCc1ccc(F)cc1	-1%	.	-10%	.	9%	-8%	.
Cc1ccc(NC(=O)CN2C(=O)NC3(CCCc4ccccc43)C2=O)c(Cl)c1 (configuration not stated)	-11%	.	0%	.	1%	6%	.
C[C@@]12CCC[C@H](O1)[C@@H]([C@H](O)c1ccccc1)O2	5%	.	-5%	.	0%	5%	.
CCNC(=O)N(CC)C[C@H]1N[C@@](Cc2ccccc2)(C(=O)OC)[C@H]2C(=O)N(C)C(=O)[C@@H]12	1%	.	-3%	.	1%	-6%	.
CC1CCCN(C(=O)COC(=O)C2=COCCO2)C1 (configuration not stated)	59%	.	?	.	0%	-3%	.
CC(=NNC(=O)CCC(=O)Nc1ccccc1Cl)c1ccco1	-2%	.	?	.	2%	0%	.
CC[C@@]1(C(=O)OC)N[C@H](CN(C)C(=O)Nc2ccc(C(F)(F)F)cc2)[C@@H]2C(=O)N(C)C(=O)[C@@H]21	4%	.	-1%	.	-1%	8%	.
C[C@@]12C(=O)Nc3cc(Cl)ccc3C(=O)N1[C@H]1c3cc(Cl)ccc3OC[C@@H]1[C@@H]2c1ccccc1	-43%	.	2%	.	0%	?	.
CCN(C[C@H]1N[C@@](CC)(C(=O)OC)[C@H]2C(=O)N(Cc3ccccc3)C(=O)[C@@H]12)C(=O)Nc1ccc(Cl)cc1	-22%	.	7%	.	-4%	-7%	.
CC(=O)Nc1ccc(SCC(=O)Nc2ccc3c(c2)OCCO3)cc1	-11%	.	?	.	8%	-1%	.
Cc1ccc(C)c(S(=O)(=O)Nc2ccc(-n3cnnn3)cc2)c1	-33%	.	-3%	.	2%	-2%	.
CN(C)C(=O)c1ccc(-c2cc3onc(-c4ccccc4)c3c(=O)n2C)cc1	?	.	12%	.	?	-10%	.
O=S(=O)(N=C(NS(=O)(=O)c1ccc(Cl)cc1)c1ccccc1)c1ccc(Cl)cc1	0%	.	-2%	.	-4%	-2%	.
CCN(CC(=O)Nc1ccc2c(c1)OCCO2)C(=O)c1ccc(CS(C)(=O)=O)cc1	39%	.	?	.	13%	-6%	.
CC(=O)c1c(C)[nH]c(C(=O)COC(=O)CCNS(=O)(=O)c2ccc(C)c(C)c2)c1C	9%	.	6%	.	0%	?	.
O=C(CSC1=Nc2ccccc2C2CC=NN12)NCc1ccco1 (configuration not stated)	-55%	.	-26%	.	0%	-11%	.

# New compounds follow.
molecule	BRCA1 expr up	FLuc counter	p53 reactivation	NPC1 promoter act	ELG1 genotoxic	uPA generation	Rab9 prom act
COc1ccc(C2CC(c3cccc(Cl)c3)=NN2c2ccc(S(N)(=O)=O)cc2)cc1 (configuration not stated)	-56%	.	1%	.	-5%	?	.
C[C@@H]1CN([C@H](C)CO)C(=O)c2cc(NC(=O)Nc3cccc4ccccc34)ccc2O[C@H]1CN(C)Cc1ccc(C(F)(F)F)cc1	-63%	.	?	.	1%	-23%	.
C[C@@H]1CN([C@H](C)CO)C(=O)Cc2cc(NS(=O)(=O)c3ccc(Cl)cc3)ccc2O[C@H]1CN(C)Cc1ccc(C(F)(F)F)cc1	-58%	.	-5%	.	-8%	?	.
CC(Sc1ncccn1)C(=O)NNC(=O)c1cccc(Cl)c1 (configuration not stated)	-22%	.	-1%	.	0%	2%	.
Cc1ccc(S(=O)(=O)CCC(=O)OCc2nnc(-c3ccccc3)o2)cc1	-7%	.	6%	.	-1%	-1%	.
CCN(C(=O)CSc1ncccn1)c1cccc2ccccc12	4%	.	1%	.	-1%	1%	.
O=C(CCS(=O)(=O)c1ccccc1Cl)NC1CCCCCC1	96%	.	24%	.	16%	-2%	.
Cc1ccc(-c2nc3c(c(SCC(=O)Nc4cccc(C(=O)O)c4)n2)Cc2cccc(C)c2O3)cc1	75%&4%	?	.	8%	.	.	-2%
Cc1ccc2nc3sc(C(=O)Nc4ccc(F)cc4)cc3cc2c1	15%	-16%	.	6%	.	.	23%

# Gathered by group, the entries above containing nitrogen in an aromatic ring (13)
molecule	BRCA1 expr up	FLuc counter	p53 reactivation	NPC1 promoter act	ELG1 genotoxic	uPA generation	Rab9 prom act
COc1cc(OC)cc(-c2c(-c3cccs3)c3cc(-c4cnc(N)nc4)ccc3n2C)c1	-53%	.	-12%	.	2%	-26%	.
COc1cccc(C(=O)N(C)Cc2c(C)nn(C3CCS(=O)(=O)C3)c2C)c1 (configuration not stated)	-10%	.	-4%	.	0%	-1%	.
CC[C@]12c3[nH]c4cc(CCC(=O)N(C)C)ccc4c3CCN1C(=O)[C@@H](CC(=O)NC(C)(C)C)C[C@@H]2C(=O)N1CCN(C(=O)C2CC2)CC1	6%	.	10%	.	0%	10%	.
Cc1onc(-c2ccccc2)c1C(=O)NN1CCOCC1	9%	.	-5%	.	-3%	4%	.
CC(C)N(C(=O)[C@H]1CC(CC(=O)NCC23CC4CC(CC(C4)C2)C3)C(=O)N2CCc3c([nH]c4ccccc34)[C@]12C)C(C)C (some centres not stated)	-6%	.	7%	.	-5%	15%	.
Cc1ccc(C)c(S(=O)(=O)Nc2ccc(-n3cnnn3)cc2)c1	-33%	.	-3%	.	2%	-2%	.
CN(C)C(=O)c1ccc(-c2cc3onc(-c4ccccc4)c3c(=O)n2C)cc1	?	.	12%	.	?	-10%	.
CC(=O)c1c(C)[nH]c(C(=O)COC(=O)CCNS(=O)(=O)c2ccc(C)c(C)c2)c1C	9%	.	6%	.	0%	?	.
CC(Sc1ncccn1)C(=O)NNC(=O)c1cccc(Cl)c1 (configuration not stated)	-22%	.	-1%	.	0%	2%	.
Cc1ccc(S(=O)(=O)CCC(=O)OCc2nnc(-c3ccccc3)o2)cc1	-7%	.	6%	.	-1%	-1%	.
CCN(C(=O)CSc1ncccn1)c1cccc2ccccc12	4%	.	1%	.	-1%	1%	.
Cc1ccc(-c2nc3c(c(SCC(=O)Nc4cccc(C(=O)O)c4)n2)Cc2cccc(C)c2O3)cc1	75%&4%	?	.	8%	.	.	-2%
Cc1ccc2nc3sc(C(=O)Nc4ccc(F)cc4)cc3cc2c1	15%	-16%	.	6%	.	.	23%
